Hsp70 activator: Hsp70 transcriptional activation, primary screen. HeLa Hsp70 promoter luciferase reporter, luminescence; scaled: vehicle 0, proteasome-inhibitor control 100%. activation, % at 10 µM. hit rate 0.04% among 200,000;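 active = activation above the mean across all tested compounds plus 3 SD, cutoff set per campaign, cut at about 5.5% in these data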;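 note: 100% = MG132 at 30 µM as the positive control and 0% = DMSO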
APP 5'UTR act: APP 5'UTR luciferase reporter activation. SH-SY5Y APP 5'UTR luciferase reporter, luminescence; zero percent = DMSO vehicle wells. activation, % at 2 µM. hit rate 1% among 190,000;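 active = activation above a set limit, based on mean plus 3 SD of controls, cut at about 140% in these data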; note: values of inactives mirror those of a sister screen read the other way
STAT3 blocker: inhibitors of IL-6 induced STAT3 signaling; AID 862; inhibition, % at 5.5 µM; U3A cells, IL-6 STAT3-luciferase reporter, luminescence; host cell line lacks STAT1; hit rate 0.89% among 190,000;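 active = inhibition above the mean inhibition across all screened compounds plus 3 SD, cut at about 44% in these data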;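 note: 0% = DMSO only wells and 100% = 100 µM nifuroxazide control wells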
STAT1 blocker: reduces IFN-gamma driven STAT1 reporter signal | AID 920 | inhibition, % at 5.5 µM | NIH 3T3 STAT1-luciferase reporter, luminescence | hit rate 0.35% among 200,000;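 active = inhibition above a set limit, the mean inhibition across all tested compounds plus 3 SD, cut at about 34% in these data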;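 note: 0% = IFN-gamma with DMSO and 100% = IFN-gamma with 300 µM nifuroxazide; values of inactives mirror those of a sister screen read the other way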
STAT1 activator: increases IFN-gamma driven STAT1 reporter signal. NIH 3T3 STAT1-luciferase reporter, luminescence; 100% = IFN-gamma alone, no compound. activation (% of control), % at 5.5 µM. hit rate 2.6% among 200,000;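 active = activation above the screen-wide mean activation plus 3 SD, cut at about 130% in these data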;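 note: raw ratio to IFN-gamma control signal so 100% means no change and 0% no light; values of inactives mirror those of a sister screen read the other way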
HMGR II inh: inhibitors of class II HMG-CoA reductase from Enterococcus faecalis; purified E. faecalis HMGR, NADPH absorbance 340 nm kinetic; inhibition, % at 10 µM; hit rate 0.41% among 190,000; AID 1066;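 active = inhibition above a set limit, the median over all tested compounds plus 3 SD, cut at about 9.5% in these data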;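 note: enzyme runs in reverse so mevalonate oxidation gives rising NADPH absorbance; 0% = complete reaction with DMSO and 100% = background rate lacking mevalonate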
NF-kB neuron act: raises NF-kB expression in human neuronal cells; NF-kB reporter expression; stronger effect = higher value; fold change at 12.5 µM; hit rate 1.6% among 190,000; AID 1239; in the data active = fold change above about 3.3
TLR4-MyD88 BLA: inhibitors of human TLR4-MyD88 binding. O00206+Q99836. HeLa CL3-4 TLR4/MyD88 BLA complementation, FRET ratio. inhibition, % at 8.4 µM. hit rate 0.18% among 200,000; in the data active = inhibition above about 25%;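 note: 0% = vehicle and 100% = reference inhibitor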
Target sequence (O00206 whole entry, looked up): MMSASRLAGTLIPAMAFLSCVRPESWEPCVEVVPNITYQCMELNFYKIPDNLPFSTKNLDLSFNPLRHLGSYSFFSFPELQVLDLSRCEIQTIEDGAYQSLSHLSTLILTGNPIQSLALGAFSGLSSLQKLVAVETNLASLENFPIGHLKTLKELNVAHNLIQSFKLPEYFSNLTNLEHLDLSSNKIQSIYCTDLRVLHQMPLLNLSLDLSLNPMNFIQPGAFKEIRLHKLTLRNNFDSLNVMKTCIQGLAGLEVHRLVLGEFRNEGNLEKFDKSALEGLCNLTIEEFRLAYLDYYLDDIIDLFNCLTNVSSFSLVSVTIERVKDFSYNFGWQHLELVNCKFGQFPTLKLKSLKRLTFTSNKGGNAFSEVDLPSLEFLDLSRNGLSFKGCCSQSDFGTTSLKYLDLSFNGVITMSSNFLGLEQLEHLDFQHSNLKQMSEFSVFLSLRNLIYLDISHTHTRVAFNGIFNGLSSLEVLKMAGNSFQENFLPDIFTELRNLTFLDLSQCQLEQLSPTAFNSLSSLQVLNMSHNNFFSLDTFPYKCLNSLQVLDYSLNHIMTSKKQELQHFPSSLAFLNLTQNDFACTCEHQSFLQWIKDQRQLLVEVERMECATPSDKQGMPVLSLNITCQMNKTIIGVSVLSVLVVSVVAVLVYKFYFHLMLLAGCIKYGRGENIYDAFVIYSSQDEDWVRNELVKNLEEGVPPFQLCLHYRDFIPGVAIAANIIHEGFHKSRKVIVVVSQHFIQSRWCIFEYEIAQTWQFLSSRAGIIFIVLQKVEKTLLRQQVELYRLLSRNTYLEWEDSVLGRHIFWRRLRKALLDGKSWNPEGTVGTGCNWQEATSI
Target sequence (Q99836 whole entry, looked up): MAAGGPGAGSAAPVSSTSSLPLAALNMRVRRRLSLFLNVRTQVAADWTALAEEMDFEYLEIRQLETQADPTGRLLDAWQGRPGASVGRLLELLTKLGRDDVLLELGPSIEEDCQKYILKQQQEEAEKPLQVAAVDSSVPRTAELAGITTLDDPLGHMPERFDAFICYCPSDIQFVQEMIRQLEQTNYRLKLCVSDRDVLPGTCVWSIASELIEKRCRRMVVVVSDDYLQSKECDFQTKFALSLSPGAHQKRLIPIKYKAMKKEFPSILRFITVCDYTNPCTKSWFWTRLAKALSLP
STAT3 act: activators of IL-6 induced STAT3 signaling | AID 871 | activation (% of control), % at 5.6 µM | hit rate 0.91% among 190,000 | U3A cells, IL-6 STAT3-luciferase reporter, luminescence; 100% = signal with IL-6 EC80 alone;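 active = activation above the screen-wide mean of compound activation plus 3 SD, cut at about 130% in these data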;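 note: 0% = background luminescence of wells with medium and substrate only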
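Material: STAT1-lacking human U3A cells, STAT3 luciferase reporter | Benchmarks: IL-6-only wells as 100% reference | Probe or stimulus: IL-6 (33 ng/mL) | Timing: Compound 1 h, then IL-6 6 h at 37 °C | Detection: Luminescence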
Redox H2O2 prof: compounds producing H2O2 with reducing agent – biochemical, NIH compound library profiling, artefact control for MLSCN library redox annotation, primary screen. DTT-dependent redox cycling H2O2, phenol red/HRP absorbance; 100% = 100 µM peroxide control, 0% = buffer. AID 878. activation, % at 10 µM. hit rate 0.03% among 200,000;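 active = activation of at least 50% relative to the plate's high and low controls in the primary single-dose screen; inactive = activation below 50%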;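 note: compound incubated with DTT at 0.8 mM final as the reducing agent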
An asterisk follows results filed as active; . = no result given.

A first look, 5 compounds:
(1) C/C(CCc1ccc2c(c1)OCO2)=N\N=C1\NC(=O)CC(C(=O)Nc2ccccc2)S1 (configuration not stated)
(2) CCOc1ccc(OCC)c(S(=O)(=O)n2cc(C)nc2CC)c1
(3) CC(=O)Nc1ccc(S(=O)(=O)NCCC(=O)OCCN2C(=O)c3ccccc3C2=O)cc1
(4) O=C(CN1C(=O)c2cccc3cccc1c23)Nc1ccc2c(c1)OCO2
(5) CCN1C(=O)C2C(c3cccc(F)c3)NC(C)(C(=O)OC)C2C1=O (configuration not stated)

Compound	1	2	3	4	5
Hsp70 activator	-0.3	0.0	-0.4	-0.2	-0.3
APP 5'UTR act	-3	3	11	7	19
STAT3 blocker	14	12	19	0	-18
STAT1 blocker	6	-4	-1	1	8
STAT1 activator	95	103	101	99	92
HMGR II inh	-1	-5	-6	-10	-5
NF-kB neuron act	1.1	1.3	1.1	1	1
TLR4-MyD88 BLA	0	-13	1	-5	-1
STAT3 act	97	94	91	100	120
Redox H2O2 prof	-3.7	0.0	0.6	-6.8	3.7

The listing, from the start:
(1) C/C(CCc1ccc2c(c1)OCO2)=N\N=C1\NC(=O)CC(C(=O)Nc2ccccc2)S1 (configuration not stated)
(2) CCOc1ccc(OCC)c(S(=O)(=O)n2cc(C)nc2CC)c1
(3) CC(=O)Nc1ccc(S(=O)(=O)NCCC(=O)OCCN2C(=O)c3ccccc3C2=O)cc1
(4) O=C(CN1C(=O)c2cccc3cccc1c23)Nc1ccc2c(c1)OCO2
(5) CCN1C(=O)C2C(c3cccc(F)c3)NC(C)(C(=O)OC)C2C1=O (configuration not stated)
(6) O=c1c2cc(-c3ccccc3)sc2ncn1/N=C/c1ccco1
(7) CCOC(=O)c1cc2c(nc1C)-c1cc(Cl)cc(Cl)c1OC2O (configuration not stated)
(8) CC12CCC(C(=O)N(NC(=O)c3ccccc3Cl)C1=O)C2(C)C (configuration not stated)

Compound	1	2	3	4	5	6	7	8
Hsp70 activator	-0.3	0.0	-0.4	-0.2	-0.3	-0.2	-0.1	-0.4
APP 5'UTR act	-3	3	11	7	19	20	22	21
STAT3 blocker	14	12	19	0	-18	13	12	1
STAT1 blocker	6	-4	-1	1	8	-31	-9	4
STAT1 activator	95	103	101	99	92	129*	107	97
HMGR II inh	-1	-5	-6	-10	-5	0	-2	-2
NF-kB neuron act	1.1	1.3	1.1	1	1	2.4	1	1.2
TLR4-MyD88 BLA	0	-13	1	-5	-1	-11	1	-18
STAT3 act	97	94	91	100	120	91	92	101
Redox H2O2 prof	-3.7	0.0	0.6	-6.8	3.7	-0.5	-0.1	-0.3

(9) CC(C)NCC(O)COCCOc1ccc(Br)cc1 (configuration not stated)
(10) Cc1cc(NC(=O)CSc2nc(-c3ccco3)cc(C(F)(F)F)n2)n(-c2ccccc2)n1
(11) CN(c1ccc(C(=O)NCCc2ccccc2)cc1)S(C)(=O)=O
(12) Cc1cccc(NC(=O)CC2SC(=NC3CCCCC3)NC2=O)c1 (configuration not stated)
(13) CCc1nc(SCC(=O)Nc2nnc(CC)s2)c2c(C)c(C)sc2n1
(14) C=CCn1c(COc2ccc3c(c2)CCCC3)nnc1SCC(=O)Nc1cccc(SC)c1
(15) CCn1c(O)c(C=C2N=c3ccccc3=N2)sc1=S
(16) CCOC(=O)CNc1ccc2c(c1)OCO2

Compound	9	10	11	12	13	14	15	16
Hsp70 activator	0.0	0.4	0.4	-0.2	-0.2	0.2	2.5	-0.2
APP 5'UTR act	3	0	92	2	-4	5	17	6
STAT3 blocker	7	-8	-14	5	10	1	-26	3
STAT1 blocker	7	8	-37	2	-2	0	-2	2
STAT1 activator	93	90	141*	99	102	100	101	98
HMGR II inh	-5	-10	1	2	-2	1	0	0
NF-kB neuron act	1.1	1.2	2.8	0.72	1.2	1.1	1.1	1.2
TLR4-MyD88 BLA	-2	1	6	2	-11	6	4	18
STAT3 act	95	109	111	101	98	103	124	101
Redox H2O2 prof	-0.1	2.3	0.4	-2.5	0.6	-2.6	-0.8	1.5

(17) O=C(COC(=O)CCCOc1ccc(Cl)cc1Cl)NCc1ccccc1
(18) COc1ccccc1-n1cnc2c(c1=O)c1nc3ccccc3nc1n2CCc1ccccc1
(19) CC(=O)n1cc([C@@H]2C=C(C(=O)O)O[C@H](OCc3ccc(CO)cc3)C2)c2ccccc21
(20) Cc1cc2c(o1)CC(C)(C)CC2=O
(21) CC1CCN(C(=O)Cn2nc(C(F)(F)F)c3c2CCCC3)CC1
(22) CCC1C2CN(C(C)=O)CC=C2C(C#N)=C(N)C1(C#N)C#N (configuration not stated)
(23) CCC1(CC)N([O-])C(C)=C(c2ccccc2)[N+]1=O
(24) COc1ncnc2c1N[C@@](C)(O)c1c(F)c(F)c(F)c(F)c1S2

Compound	17	18	19	20	21	22	23	24
Hsp70 activator	-0.4	-0.4	0.0	0.1	-0.3	0.3	-0.4	-0.3
APP 5'UTR act	-12	-7	18	-6	-18	19	15	10
STAT3 blocker	12	20	.	-9	9	2	4	4
STAT1 blocker	1	5	-12	-6	9	-1	13	-4
STAT1 activator	99	95	113	104	92	100	89	104
HMGR II inh	3	-5	-1	-1	-6	-7	-3	-5
NF-kB neuron act	1.4	1	1.1	0.95	0.97	0.93	1.1	1.1
TLR4-MyD88 BLA	4	-4	0	7	4	6	-10	-12
STAT3 act	94	85	.	114	94	103	98	97
Redox H2O2 prof	0.5	0.8	-0.3	-1.9	1.2	2.0	0.0	1.2

Gathered by group: the entries above with a thiophene ring, fused or not.
(6) O=c1c2cc(-c3ccccc3)sc2ncn1/N=C/c1ccco1
(13) CCc1nc(SCC(=O)Nc2nnc(CC)s2)c2c(C)c(C)sc2n1

Compound	6	13
Hsp70 activator	-0.2	-0.2
APP 5'UTR act	20	-4
STAT3 blocker	13	10
STAT1 blocker	-31	-2
STAT1 activator	129*	102
HMGR II inh	0	-2
NF-kB neuron act	2.4	1.2
TLR4-MyD88 BLA	-11	-11
STAT3 act	91	98
Redox H2O2 prof	-0.5	0.6

(list continues)
(25) COC(=O)c1ccc(Cc2ccc(C(=O)OC)o2)o1
(26) Cc1ccc2c(=O)cc(C(F)F)oc2c1
(27) O=C(c1ccc(CN2CCc3ccccc3C2)cc1)N1CCCCC1
(28) CCOC(=O)CS(=O)(=O)c1ccc2ccccc2c1
(29) COc1ccc2cnn(-c3ccccc3)c(=O)c2c1OC
(30) COc1ccc(C(=O)C2CCCN(C3Cc4ccccc4C3)C2)c(OC)c1 (configuration not stated)
(31) COCCNC(=O)CN1CCC(NC(=O)Nc2ccccc2)CC1
(32) CCOC(=O)Cc1csc(NC(=S)NC(=O)c2ccccc2Br)n1

Compound	25	26	27	28	29	30	31	32
Hsp70 activator	-0.5	-0.1	0.0	0.2	0.3	-0.2	0.7	0.8
APP 5'UTR act	7	.	-6	-1	14	14	-2	8
STAT3 blocker	14	11	-7	15	15	3	-3	12
STAT1 blocker	2	-6	-9	5	-7	7	4	4
STAT1 activator	98	106	109	95	108	92	97	97
HMGR II inh	-2	-3	-6	1	1	-3	3	-1
NF-kB neuron act	1.3	1.1	0.88	1.1	1.4	0.83	1.1	0.96
TLR4-MyD88 BLA	5	-5	3	5	-2	-2	-4	-6
STAT3 act	93	91	112	90	89	101	105	92
Redox H2O2 prof	-2.1	0.7	-0.6	1.4	0.8	-1.2	0.4	-0.1

(33) O=C(NC1CCCCC1)c1ccc(S(=O)(=O)NCc2cccnc2)cc1
(34) O=C(NCCNc1ccc([N+](=O)[O-])cc1)c1ccco1
(35) CCOc1ccccc1CN1CCN(Cc2ccc(C)o2)C(CCO)C1 (configuration not stated)
(36) CC1(C)Cc2c(C#N)c(SCC(=O)c3ccccc3)nc(N3CCOCC3)c2CO1
(37) O=C(NCc1ccco1)c1cc(-c2cccs2)nc2ccccc12
(38) Cc1cccc(-n2ncc3c(NCCCn4ccnc4)ncnc32)c1
(39) Cc1ccccc1-c1nc(CS(=O)(=O)CC(=O)NCc2ccccc2)c(C)o1
(40) COc1ccc(NC(=O)COC(=O)Cc2c[nH]c3ccccc23)cc1OC

Compound	33	34	35	36	37	38	39	40
Hsp70 activator	-0.1	-0.3	-0.2	-0.5	-0.2	0.1	-0.4	-0.3
APP 5'UTR act	-4	-7	-5	10	7	30	-4	15
STAT3 blocker	26	31	12	9	4	-4	15	4
STAT1 blocker	10	4	11	1	10	-18	-6	6
STAT1 activator	91	96	89	99	91	116	106	95
HMGR II inh	-2	-10	0	-6	-2	-2	1	5
NF-kB neuron act	0.88	1	1.1	1.1	1.4	1.6	1	1.1
TLR4-MyD88 BLA	-6	-3	11	-15	-5	1	-4	-4
STAT3 act	81	81	94	94	97	108	92	97
Redox H2O2 prof	-0.1	0.4	0.2	1.8	0.2	-0.5	-0.1	-0.8

(41) COCCOC(=O)C1=C(C)NC(=O)NC1c1c(F)cccc1Cl (configuration not stated)
(42) COC(=O)c1cc(NS(=O)(=O)c2ccc(N3CCCCC3)c([N+](=O)[O-])c2)cc(C(=O)OC)c1
(43) O=C(NN1CCCCC1)c1cccc(COc2ccc(Cl)cc2)c1
(44) CCCc1nn(C)c(C(=O)Nc2ccc(C)c(C)c2)c1Cl
(45) Cc1ccc(Cn2cc(/C=N/NC(=O)Cc3nnc(NC(=O)c4ccc(C)cc4)s3)c3ccccc32)cc1
(46) COc1ccc(C)cc1C(=O)CCC(=O)NC1CCCCC1
(47) Cc1ccc(C(=O)COC(=O)CCN2C(=O)C3C4CC(C(Br)C4Br)C3C2=O)cc1 (configuration not stated)
(48) CC1CCN(C(=O)c2cc3nc(C4CC4)cc(C(F)(F)F)n3n2)CC1

Compound	41	42	43	44	45	46	47	48
Hsp70 activator	-0.1	-0.1	0.4	0.0	-0.4	-0.2	-0.4	-0.4
APP 5'UTR act	-1	2	50	38	-7	1	-1	-4
STAT3 blocker	9	-2	-17	0	13	13	-10	16
STAT1 blocker	-2	1	-34	-33	-2	0	1	7
STAT1 activator	102	99	130*	130*	102	100	99	95
HMGR II inh	-6	-5	5	-7	-2	6	-7	-7
NF-kB neuron act	1	0.91	1.5	1.3	1	1	1.1	0.94
TLR4-MyD88 BLA	-8	4	-4	-8	8	4	-15	4
STAT3 act	97	102	111	102	98	90	106	89
Redox H2O2 prof	-0.1	3.2	-0.2	-0.1	-0.7	-0.3	-0.2	-0.2

(49) COC(=O)Cc1ccc(NC(=S)Nc2ccccn2)cc1
(50) COc1ccc(OC)c(NC(=O)c2cnc(Nc3ccccc3OC)c3ccccc23)c1
(51) Cc1cccc(C)c1OCC(O)CNC(C)(C)C (configuration not stated)
(52) Fc1ccccc1N1CCN(CC2CC3C=CC2C3)CC1 (configuration not stated)
(53) CN1CCN(S(=O)(=O)c2ccc(-c3noc(C4CCN(S(C)(=O)=O)CC4)n3)cc2)CC1

Compound	49	50	51	52	53
Hsp70 activator	-0.3	-0.3	-0.1	-0.1	1.3
APP 5'UTR act	19	-16	-3	-6	-16
STAT3 blocker	23	-4	5	-4	8
STAT1 blocker	-16	5	-1	-4	-1
STAT1 activator	113	98	101	104	101
HMGR II inh	-1	0	-2	-7	-6
NF-kB neuron act	1.6	1.1	0.86	1.3	1.1
TLR4-MyD88 BLA	22	-1	-6	18	6
STAT3 act	84	101	100	101	99
Redox H2O2 prof	-1.4	0.9	1.8	0.2	0.3

Screens: PubChem, several laboratories

Not a hit list, and some 5.6% of all compounds hit somewhere here.
